Dengue-2 NS5 capping = flavivirus cap methylation enzyme inhibition – biochemical, confirmation dose response, primary screen (AID 588689) | inhibition, % at 25 µM, or IC50 in µM where a hit was titrated | 340,000 tested, 0.3% active | Dengue-2 NS5 methyltransferase capping enzyme assay, biochemical; higher % means a stronger effect; in the data active means a potency from the dose series; inconclusive means inhibition above about 29% without an active follow-up result
K1F lysis inhibition = inhibition of K1F phage lysis, E. coli UTI89, bacterial capsule biogenesis inhibitors, alamar blue (AID 488966); E. coli UTI89 K1F phage lysis, alamar blue, 2 h; higher % means a stronger effect; inhibition, % at 100 µM; hits with a dose series show IC50 in µM; 340,000 tested, 0.02% active;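 active means phage lysis inhibition, versus mean bacterial control, above a set limit; inconclusive means no clear call, values can overlap the other calls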;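 further: capsule biogenesis inhibitors block K1F phage lysis so surviving cells raise fluorescence; higher fluorescence means more inhibition of phage lysis; actives were called in the ten point dose series up to 300 µM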
AID2073 = inhibitors of Mint1-CaV2.2 protein interaction, biochemical, HTRF (AID 2073). one-dose inhibition, % at 20 µM; IC50 in µM for titrated hits. HTRF protein-protein interaction, Mint1-CaV2.2; higher % means a stronger effect. 290,000 tested, 0.19% active; in the data active means inhibition mostly above about 51%, no sharp cut-off; inconclusive means no clear call, values can overlap the other calls; inactive means mostly below about 53%; further: some results filed as inactive read as strong as hits
Siah-1 displacement = blockers of Siah-1 interaction with plectin peptide – biochemical, fluorescence polarization, rhodamine-plectin, uHTS, primary screen (AID 1817); 290,000 tested, 0.02% active; displacement, % at 20 µM; hits with a dose series show IC50 in µM; Siah-1 / rhodamine-plectin peptide fluorescence polarization; higher % means a stronger effect;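 active means displacement of at least 50% at 20 µM, with a fluorescence ratio check between 0.3 and a set limit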;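 further: plate controls were Siah plus tracer with DMSO for no effect and tracer alone without Siah for full effect; strong numbers were not always called active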
NTR1 agonist = NTR1-driven beta-arrestin-GFP spot formation – imaging, U2OS cells, high content, primary screen (AID 493036); 330,000 tested, 0.17% active; agonist mode; P30989; activation, % at 20 µM;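 active means activation at or above 40% of the spot to cytoplasm intensity ratio, with at least 20 cells analyzed; inconclusive means wells under 20 cells, flagged as cytotoxic or low count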;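 further: 0% = DMSO without peptide and 100% = 100 nM NTR1 peptide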
Target sequence (P30989 whole entry, looked up): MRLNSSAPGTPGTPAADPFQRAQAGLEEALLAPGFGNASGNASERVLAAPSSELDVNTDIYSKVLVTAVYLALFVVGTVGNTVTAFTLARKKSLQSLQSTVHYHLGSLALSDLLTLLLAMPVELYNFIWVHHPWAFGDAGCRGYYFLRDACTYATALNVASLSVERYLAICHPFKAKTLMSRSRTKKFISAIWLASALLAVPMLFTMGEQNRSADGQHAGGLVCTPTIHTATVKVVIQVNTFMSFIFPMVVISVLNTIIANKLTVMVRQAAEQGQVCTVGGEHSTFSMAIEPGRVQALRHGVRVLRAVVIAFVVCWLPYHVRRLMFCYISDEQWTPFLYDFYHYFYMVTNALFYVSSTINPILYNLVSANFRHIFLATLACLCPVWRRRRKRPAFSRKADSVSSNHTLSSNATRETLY
West Nile antiviral = inhibition of WNV-induced cytopathic effect – cell-based, CPE readout (AID 1621); West Nile virus-infected cells, CPE inhibition; higher % means a stronger effect; CPE inhibition, % at 10 µM, or IC50 in µM where a hit was titrated; 290,000 tested, 0.02% active; in the data active means a potency from the dose series; inconclusive means CPE inhibition mostly from about 3.7% at the one dose, without a potency; inactive means the rest, 99 in 100 with CPE inhibition below about 2.2%; further: strong numbers were not always called active
RSV CPE inhibition = inhibition of RSV-induced cytopathic effect – HEp-2 cells, primary 10 µM value included (AID 2391); 310,000 tested, 0.13% active; CPE inhibition, % at 10 µM, or IC50 in µM where a hit was titrated; HEp-2 cells, RSV-induced CPE inhibition; higher % means a stronger effect; in the data active means a potency from the dose series; inconclusive means CPE inhibition mostly from about 23% at the one dose, without a potency; inactive means the rest, 99 in 100 with CPE inhibition below about 21%; further: strong numbers were not always called active
MgcRacGAP inhibition = MgcRacGAP GTPase-activating activity inhibitors, confirmation, biochemical, ADP Hunter fluorescence. MgcRacGAP-stimulated Rac1 GTP hydrolysis, ADP Hunter fluorescence; higher % means a stronger effect; GST-tagged Rac1 F28L mutant substrate. one-dose inhibition, % at 30 µM; IC50 in µM for titrated hits. 340,000 tested, 0.6% active;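 active means first-screen hits whose inhibition reached a set limit at any dose in the follow-up dose series; inconclusive means inhibition above the set first-screen limit but never retested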;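 further: fluorescence reports GDP produced by GAP-driven GTP hydrolysis; strong numbers were not always called active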
Large T inhibition = TAg ATPase/helicase activity blockers – biochemical (AID 1903); SV40 large T antigen ATPase/helicase inhibition assay; higher % means a stronger effect; one-dose inhibition, % at 20 µM; IC50 in µM for titrated hits; 310,000 tested, 0.39% active; in the data active means a potency from the dose series; inconclusive means inhibition mostly from about 32% at the one dose, without a potency; inactive means the rest, 99 in 100 with inhibition below about 32%; further: strong numbers were not always called active
NTR1 agonist cell count 20 µM = recorded beside NTR1 agonist, whose call it bears; cell count; measured here: cell count, cytotoxicity flag
Dengue-2 NS5 capping pilot replicate = further read-out of Dengue-2 NS5 capping, marked with its call; inhibition, %; measured here: pilot screen replicate inhibition
Active calls of the source: *; ? = inconclusive; nt = no result given; [ ] = remark or other dose.

Preview (2 entries):
SMILES	Dengue-2 NS5 capping	K1F lysis inhibition	AID2073	Siah-1 displacement	NTR1 agonist	NTR1 agonist cell count 20 µM	West Nile antiviral	RSV CPE inhibition	MgcRacGAP inhibition	Large T inhibition	others
COc1ccc(C(=O)C2CCN(C(=O)Nc3ccc(C)cc3)CC2)cc1	-6%	-0.3%	1%	2%	0.0	42	-1.5%	15%	5%	4%
Cc1nn(S(=O)(=O)N2CCCCC2)c(C)c1Br	-9%	0.9%	-4%	3%	1.3	59	0.6%	-1.3%	2%	6%

This part in full, from the start:
SMILES	Dengue-2 NS5 capping	K1F lysis inhibition	AID2073	Siah-1 displacement	NTR1 agonist	NTR1 agonist cell count 20 µM	West Nile antiviral	RSV CPE inhibition	MgcRacGAP inhibition	Large T inhibition	others
COc1ccc(C(=O)C2CCN(C(=O)Nc3ccc(C)cc3)CC2)cc1	-6%	-0.3%	1%	2%	0.0	42	-1.5%	15%	5%	4%
Cc1nn(S(=O)(=O)N2CCCCC2)c(C)c1Br	-9%	0.9%	-4%	3%	1.3	59	0.6%	-1.3%	2%	6%
Cn1c(SCC(=O)N2CCCCCC2)nc2c(c1=O)SCC2	0%	0.4%[50 µM]	-2%	2%	0.0	49	-1.0%	0.5%	12%	9%
COc1ccc(CC(O)CC2c3c(cc4c(c3OC)OCO4)CCN2C)cc1 (stereo unspecified)	-5%	0.0%	17%	-2%	-1.4	86	-1.8%	0.7%	-7%	15%
O=C(O)c1ccc2oc(=O)c(S(=O)(=O)c3ccccc3)cc2c1	2%	0.0%	9%	0%	-1.2	96	-0.3%	0.0%	3%	7%
CC(C)c1nc(SCC(=O)Nc2nc3c(s2)CCCC3)c2ccccc2n1	1%	0.2%	8%	10%	5.0	50	-0.2%	?	8%	6%
C[C@H]1CN=C(N(C)C)N1CCc1ccc(F)cc1	-10%	0.6%	nt	nt	-0.6	99	nt	0.8%	3%	3%
COc1ccc(CN2C(=O)CN=C2Nc2cccc(C)c2C)cc1	-13%	1.6%	6%	1%	-2.1	58	nt	-0.3%	10%	1%
CC(C)CNC(=O)C1CCN(Cc2ccc(OCc3ccccc3)cc2)CC1	-10%	3.5%	-5%	7%	-1.1	41	-1.1%	-0.4%	24%	-1%
O=[N+]([O-])c1ccc(O)c(Nc2c([N+](=O)[O-])ccc3nonc23)c1	33%	-0.9%[50 µM]	-2%	3%	0.7	98	-0.9%	8.8%	10%	12%
Cc1cc(NC(=O)COn2nnc3ccc(S(C)(=O)=O)cc32)ccc1Br	-5%	-0.4%[50 µM]	6%	2%	0.4	53	0.2%	17%	5%	22%
O=C(CN(C(=O)CNC(=O)c1cccs1)c1ccccc1F)NC1CCCC1	-2%	0.2%	1%	-1%	-1.1	42	-0.1%	0.4%	6%	6%
Cc1cc(=O)n2nc(N3CCC(C(=O)Nc4cccc(Cl)c4C)CC3)sc2n1	3%	0.2%	2%	7%	-0.6	64	-1.2%	0.0%	12%	16%
CN(C(=O)CSc1nnc(CN2CCCC2)n1Cc1ccccc1)c1ccccc1	-8%	0.8%[50 µM]	nt	nt	0.3	46	nt	-0.5%	7%	20%
Cc1ccc(-c2nc(Nc3cccc(O)c3)c3ccccc3n2)cc1	-5%	-1.5%[50 µM]	29%	-3%	57*	62*	1.6%	-1.8%	11%	7%
O=C(CSc1nnc(-c2ccc(F)cc2)o1)N1CCCC1	-6%	0.0%	24%	2%	-0.6	53	-0.9%	0.5%	8%	8%
COCCCNc1nc2c(-c3cccc(C)c3)nnn2c2ccccc12	0%	-2.2%	?	20%	6.2	101	-0.1%	0.2%	7%	2%
COc1ccc(C(C)=O)cc1COC(=O)CNC(=O)c1ccc(Cl)cc1	-7%	0.2%	8%	-2%	-0.5	90	-0.4%	1.0%	7%	0%
CN(C)C(CNC(=O)c1coc2ccccc2c1=O)c1ccccc1 (stereo unspecified)	-2%	0.4%	12%	-3%	0.0	63	0.7%	-0.7%	-3%	11%
CC(=O)c1ccc(N=Cc2c(O)n(-c3cc(Cl)ccc3N3CCOCC3)c(=O)c3ccccc23)cc1	-12%	0.3%	12%	-1%	0.7	53	0.8%	4.0%	13%	1%
O=C(COC(=O)/C=C/c1ccc2c(c1)OCO2)Nc1ccc(S(=O)(=O)N2CCCC2)cc1	-6%	1.8%[50 µM]	36%	-4%	4.1	58	1.0%	5.5%	8%	7%
NC(=O)CSc1nnc2ccc(-c3ccc(Cl)cc3)nn12	1%	0.2%	39%	5%	3.8	57	1.1%	1.1%	7%	7%
Cc1c(Cl)cccc1NC(=O)c1cc(C2CC2)on1	-7%	-1.6%	1%	-4%	-1.5	89	-0.2%	2.9%	5%	2%
COCCn1c(SCC(=O)NCc2ccco2)nnc1-c1c[nH]c2ccccc12	-4%	4.7%	2%	0%	-2.7	63	-0.1%	-0.2%	-3%	3%
Cc1cccc(N(Cc2ccccc2)C(=O)CN2C(=O)NC3(CCCC3)C2=O)c1	-5%	0.4%[50 µM]	nt	nt	-1.1	98	nt	1.9%	3%	nt
COc1ccc2c(c1)nc(SCC(C)O)n2C (stereo unspecified)	-2%	0.4%	-5%	-1%	1.7	64	0.1%	?	4%	15%
O=C(CNc1ccccc1)N/N=C/c1ccc2c(c1)OCCO2	-9%	3.8%[50 µM]	-4%	2%	-0.5	43	0.5%	2.0%	5%	-3%
CCCNc1nc(C)cc(-c2cc(C(=O)NC3CCCC3)on2)n1	3%	-0.3%	14%	17%	1.8	57	-0.5%	1.2%	6%	2%
CCN(CC)c1ccc(/C=N/Nc2cccc(C)c2)c(O)c1	7%	1.5%	-7%	7%	2.1	42	-0.8%	4.5%	10%	1%
C#CCOCCOCCOCCNc1nc(N2CCN(C(=O)[C@H](CCC(=O)O)n3cc(C(N)Cc4ccc(O)cc4)nn3)CC2)nc(N2CCN(C(=O)[C@H](CCCCN)n3cc(C(N)[C@H](C)CC)nn3)CC2)n1 (stereo partly specified)	nt	nt	10%	-5%	-0.5	51	0.5%	nt	nt	nt
O=C(O)CSc1nnc(NC(=O)CN2CCOCC2)s1	5%	0.1%	8%	4%	-1.4	81	0.0%	2.6%	8%	4%
COc1ccc(-c2noc(CN(C(=O)c3ccoc3C)C(C)C)n2)cc1	-2%	0.2%	-4%	2%	0.2	58	-0.2%	2.2%	5%	1%
O=C1c2ccccc2NC(c2cccc([N+](=O)[O-])c2)N1CCc1ccccc1 (stereo unspecified)	8%	0.3%	0%	-8%	0.4	38	-0.1%	16%	12%	6%
Cc1c(NC(=O)/C(C#N)=C\c2cccs2)c(=O)n(-c2ccccc2)n1C	-9%	1.1%[50 µM]	4%	-7%	0.8	69	-0.4%	-0.1%	7%	-2%
Cc1ccc(-c2ccc(/C=N/n3cnnc3)o2)cc1	-2%	0.4%	1%	1%	0.9	40	-0.1%	6.9%	3%	3%
CN(Cc1nc2ccccc2[nH]1)C(=O)C1CCC(=O)N(C2CCCC2)C1 (stereo unspecified)	-2%	0.0%	6%	-4%	-0.1	71	0.3%	0.6%	3%	15%
CC1CCCN(c2ccc(/C=C(\C#N)c3nn(-c4ccccc4)c(N)c3C#N)cc2[N+](=O)[O-])C1 (stereo unspecified)	2%	-1.3%	9%	-3%	7.0	61	1.8%	11%	9%	7%
Cn1c(NCc2cccs2)nc2ccccc21	-7%	2.3%	2%	4%	-5.2	68	0.4%	1.1%	3%	-7%
COCCNC(=O)c1cc(Sc2nnc(C)s2)nc2ccccc12	nt	nt	-4%	1%	0.7	57	0.1%	2.9%	nt	14%
O=C1CSc2ccc(S(=O)(=O)CCC(=O)NC3CCCCC3)cc2N1	-4%	0.3%	-4%	2%	-0.8	50	1.4%	nt	10%	11%
CC(OC(=O)c1ccccc1NCCO)C(=O)NC1CCCCC1C (stereo unspecified)	1%	3.0%	nt	nt	1.8	46	nt	-1.2%	9%	11%
CN(C)c1nc(N(C)C)n(C(=O)c2ccc(F)cc2)n1	-10%	1.9%	6%	8%	-0.5	38	0.3%	-0.5%	3%	1%
Cc1cccc(-n2nnc(C(=O)NC3CCCc4ccccc43)c2N)c1 (stereo unspecified)	-5%	1.0%	-1%	7%	0.3	87	-0.1%	-1.7%	5%	2%
CC(C)c1ccc(OCC(=O)NCc2ccco2)cc1	4%	1.9%	1%	3%	-2.1	67	0.2%	0.4%	6%	8%
Cc1ccc(NC(=O)CCn2c(=O)[nH]c3ccsc3c2=O)cc1C	-5%	?	1%	2%	2.0	55	0.9%	13%	7%	8%
COc1cc2cc(CCCOC(=O)CCCC(=O)O)oc(=O)c2cc1OC	2%	-0.2%	nt	nt	-0.4	49	nt	0.4%	4%	nt
O=C(CSc1nnc(-c2ccc(C(F)(F)F)cn2)s1)c1ccccc1	2%	0.3%	1%	3%	1.1	67	0.0%	0.3%	12%	15%
Cc1ccc(CN(Cc2cccnc2)C(=S)Nc2cccc(Cl)c2C)cc1	-7%	0.1%	-1%	6%	6.3	48	-0.6%	1.2%	3%	6%
CCN(CC(=O)NCc1ccc(Cl)cc1)C(=O)C(C)Sc1ccccc1 (stereo unspecified)	2%	0.0%	11%	4%	0.9	63	-0.3%	1.9%	9%	3%
Nc1cc2nn(-c3ccccc3)nc2cc1Cl	14%	0.5%	86%	95%	nt	nt	?	nt	5%	2%
Continuation:
SMILES	Dengue-2 NS5 capping	K1F lysis inhibition	AID2073	Siah-1 displacement	NTR1 agonist	NTR1 agonist cell count 20 µM	West Nile antiviral	RSV CPE inhibition	MgcRacGAP inhibition	Large T inhibition	others
COc1cc(S(=O)(=O)NCc2ccccn2)ccc1Cl	1%	0.9%	-3%	-2%	1.2	63	0.0%	-0.5%	-1%	6%	Dengue-2 NS5 capping pilot replicate=1.8
O=Cc1ccc(-c2ccccc2OC(F)(F)F)o1	-15%	0.7%	6%	-2%	1.1	57	0.0%	0.5%	3%	7%
CCOC(=O)c1ccc(Oc2c(C)oc3c(CN4CCN(C)CC4)c(O)ccc3c2=O)cc1	2%	0.8%	42%	-2%	-0.8	33	0.6%	-1.2%	20%	20%
NS(=O)(=O)c1ccc(NC(=S)NC2CC2)cc1	-2%	0.6%	-8%	-2%	2.0	38	-0.4%	3.2%	6%	6%
CCCOc1ccc(Cl)cc1CN1CCOCC1	-7%	-0.2%	-9%	14%	-1.0	47	0.1%	1.0%	13%	9%
CC(=O)c1ccc(S(=O)(=O)N2CCN(C(=O)CCC3CCCC3)CC2)cc1	-6%	1.6%[50 µM]	nt	nt	-0.7	50	nt	nt	2%	nt
Cc1c(N=Cc2ccc(-c3ccc(Cl)cc3)o2)c(=O)n(-c2ccccc2)n1C	-4%	0.9%	?	4%	4.2	49	-0.3%	12%	4%	7%
Cc1ccccc1C(=O)N1CCC(C(=O)NCCc2ccc(S(N)(=O)=O)cc2)CC1	-12%	0.5%	-2%	-1%	-3.0	56	-0.1%	3.0%	1%	3%

Outcome played no part in choosing rows. About 1.6% of those tested had a hit in this group.
